NCOA1 inh: SRC1 coactivator transcriptional activity inhibitors, primary screen, cell-based, luminescence | inhibition, % at 3.6 µM | actives 0.12% (n = 360,000) | HEK293 GAL4-SRC1 luciferase reporter | Nuclear receptor coactivator 1 (Homo sapiens), Q15788;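 active = inhibition above the campaign mean plus 3 SD, with each screening campaign given its own cutoff, cut at about 60% in these data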;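 also: 0% = DMSO treated cells and 100% = gossypol at 36 µM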
Target sequence (Q15788 whole entry, looked up, the tested form may be a part): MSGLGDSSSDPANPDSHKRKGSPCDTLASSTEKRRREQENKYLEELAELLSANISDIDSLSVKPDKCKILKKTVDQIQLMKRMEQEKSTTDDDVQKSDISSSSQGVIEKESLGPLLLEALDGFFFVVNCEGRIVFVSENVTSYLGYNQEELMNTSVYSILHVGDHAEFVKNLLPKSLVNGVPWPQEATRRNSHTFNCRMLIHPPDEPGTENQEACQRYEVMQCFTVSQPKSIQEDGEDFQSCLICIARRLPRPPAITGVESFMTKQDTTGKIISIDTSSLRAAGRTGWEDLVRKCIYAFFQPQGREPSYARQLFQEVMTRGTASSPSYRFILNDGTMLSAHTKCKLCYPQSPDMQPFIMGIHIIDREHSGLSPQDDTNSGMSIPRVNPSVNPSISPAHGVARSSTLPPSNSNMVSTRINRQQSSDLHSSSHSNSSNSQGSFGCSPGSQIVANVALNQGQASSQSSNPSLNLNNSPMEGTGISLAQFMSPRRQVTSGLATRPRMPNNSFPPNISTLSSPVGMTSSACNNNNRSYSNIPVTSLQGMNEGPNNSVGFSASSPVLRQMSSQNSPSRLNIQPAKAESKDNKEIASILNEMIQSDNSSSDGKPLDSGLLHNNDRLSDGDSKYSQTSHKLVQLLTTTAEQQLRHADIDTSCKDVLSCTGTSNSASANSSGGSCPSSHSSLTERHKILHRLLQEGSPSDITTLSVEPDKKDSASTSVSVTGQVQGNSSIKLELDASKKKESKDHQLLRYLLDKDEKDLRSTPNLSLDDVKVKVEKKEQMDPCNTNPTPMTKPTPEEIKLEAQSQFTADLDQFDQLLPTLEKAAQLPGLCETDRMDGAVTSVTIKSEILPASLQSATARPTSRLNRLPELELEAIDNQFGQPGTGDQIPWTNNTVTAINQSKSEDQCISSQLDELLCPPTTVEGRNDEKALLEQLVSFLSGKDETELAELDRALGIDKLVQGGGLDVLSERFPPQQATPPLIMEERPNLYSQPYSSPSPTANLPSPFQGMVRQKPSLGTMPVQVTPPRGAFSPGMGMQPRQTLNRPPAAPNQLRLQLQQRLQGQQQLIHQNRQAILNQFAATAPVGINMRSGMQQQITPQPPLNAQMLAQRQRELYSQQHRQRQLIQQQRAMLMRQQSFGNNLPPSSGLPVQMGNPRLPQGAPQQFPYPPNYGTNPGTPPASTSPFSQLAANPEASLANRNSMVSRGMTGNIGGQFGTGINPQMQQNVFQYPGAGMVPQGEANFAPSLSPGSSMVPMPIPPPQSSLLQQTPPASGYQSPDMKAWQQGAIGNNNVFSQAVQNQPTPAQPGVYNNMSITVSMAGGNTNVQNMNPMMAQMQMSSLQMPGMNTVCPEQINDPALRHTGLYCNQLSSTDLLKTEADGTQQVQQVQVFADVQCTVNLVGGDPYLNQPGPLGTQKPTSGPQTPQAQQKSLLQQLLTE
TWEAK-Fn14 inh: inhibitors of TWEAK-Fn14 signaling, primary screen, luciferase reporter cells, uHTS; actives 2% (n = 360,000); AID 1159606, 2016; inhibition, % at 10 µM; TWEAK-stimulated Fn14 reporter cells, luciferase luminescence, 8 h; in the data active = inhibition above about 50%
TROY signal inh: inhibitors of TROY-driven NF-kB signaling, primary screen, Q293 LMP1-TROYcd cells, NF-kB luciferase, uHTS. Q293 LMP1-TROYcd NF-kB luciferase reporter, 4 h. inhibition, % at 10 µM. actives 0.98% (n = 360,000). AID 1347056, 2019;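 active = compounds whose plate-normalised and pattern-corrected inhibition of the luciferase reporter signal at the single screening dose is 50% or more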
Granule exo inh: LAMP-1 surface exposure blockers, TALL-104 cells – cell-based, flow cytometry, MLPCN library, primary screen. actives 0.66% (n = 360,000). AID 651702, 2012. TALL-104 LAMP-1 surface exposure; cells stimulated with thapsigargin and PMA. inhibition, % at 10 µM;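 active = inhibition above about 55%, limit read from the data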
NR5A2 inv ag: LRH-1 (NR5A2) inverse agonists, primary screen, cell-based, luminescence, HEK293T, StAR-luciferase reporter | LRH-1 transfected, 24 h | Nuclear receptor subfamily 5 group A member 2 (Homo sapiens), O00482 | inhibition, % at 3.6 µM | actives 0.13% (n = 360,000);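 active = inhibition above the mean inhibition of all tested compounds plus 3 SD, cut at about 73% in these data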;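 also: 0% = DMSO wells and 100% = reporter-only cells lacking LRH-1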
COUP-TFII inh: NR2F2 transcriptional activity inhibitors, primary screen, cell-based, luciferase reporter, HEK293T, luminescence; inhibition, % at 8.6 µM; actives 0.7% (n = 370,000); COUP transcription factor 2 (Homo sapiens), P24468; HEK293T NGFI-A luciferase reporter;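 active = inhibition above a per-plate cutoff, mean inhibition of test wells between control levels plus 3 SD, cut at about 38% in these data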;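 also: cells cotransfected with COUP-TFII expression vector driving the NGFI-A reporter; 0% = median of COUP-TF2 test wells and 100% = reporter-only cells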
ABHD5 PLIN5 PPI: ABHD5-PLIN5 interaction inhibitors, primary screen, cell lysate, split luciferase complementation, luminescence. Perilipin-5 (Homo sapiens) + 1-acylglycerol-3-phosphate O-acyltransferase ABHD5 (Homo …. Split G. princeps luciferase complementation, 4 h. inhibition, % at 4 µM. actives 0.78% (n = 360,000). AID 602281, 2012;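 active = inhibition above the mean inhibition across every tested compound plus 3 SD, cut at about 22% in these data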;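 also: 0% = DMSO only wells and the 100% control is not disclosed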
SRC2 inh: inhibition of GAL4-SRC2 driven luciferase reporter, primary screen, SRC2 inhibitor project, cell-based, luminescence; Nuclear receptor coactivator 2 (Homo sapiens), Q15596; HEK293 GAL4-SRC2 luciferase reporter; inhibition, % at 9 µM; actives 0.17% (n = 370,000); AID 651957, 2012;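 active = inhibition above the mean inhibition of all tested compounds plus 3 SD, set per campaign, cut at about 52% in these data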;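 also: 0% = DMSO treated cells and 100% = cells given Gossypol at 36 µM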
NOD2 RIPK2 PPI: NOD2-RIPK2 binding disruptors in cells, primary screen, fluorescence, CHO cells, BLA complementation; Receptor-interacting serine/threonine-protein kinase 2 (Homo sapiens), O43353; CCF4 ratio; inhibition, % at 4.98 µM; actives 0.38% (n = 360,000); AID 624267, 2012; in the data active = inhibition above about 21%;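 also: 0% = vehicle only and 100% = reference blocker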
NCOA3 inh: SRC3 coactivator transcriptional activity inhibitors, primary screen, cell-based, luminescence | actives 0.17% (n = 360,000) | inhibition, % at 3.6 µM | HEK293 GAL4-SRC3 luciferase reporter | AID 588352, 2011;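 active = inhibition above a per-campaign cutoff, the mean of all compounds plus 3 SD, cut at about 60% in these data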;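 also: 0% = DMSO-treated cells and 100% = gossypol-treated cells at 36 µM; higher means less SRC3-driven luciferase light from the GAL4 reporter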
TLR9-MyD88 block: inhibitors of TLR9-MyD88 association in cells, primary screen, cell-based, CHO, BLA complementation, fluorescence; actives 0.21% (n = 340,000); CCF4 FRET ratio; Toll-like receptor 9 (Homo sapiens) + Myeloid differentiation primary response protein …; inhibition, % at 4.98 µM;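 active = inhibition above the mean over all tested compounds plus 3 SD, cut at about 21% in these data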;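 also: 0% = DMSO only wells and 100% = clavulanate BLA inhibitor control wells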
Numbers without * were called inactive; nt = not tested or not shown. This is a subset; count on the stated rates, not on these rows.

SMILES,TLR9-MyD88 block,COUP-TFII inh,TWEAK-Fn14 inh,NR5A2 inv ag,Granule exo inh,ABHD5 PLIN5 PPI,NCOA3 inh,SRC2 inh,TROY signal inh,NCOA1 inh,NOD2 RIPK2 PPI
S=C(NCc1ccccn1)NN=Cc1ccccn1,-10,-32,45,8,0,-16,-1,-18,27,-2,-16
Cc1ccc(NC(=O)CCCCCC2NC(=O)NC2C)cc1 (stereo unspecified),2,nt,-1,-3,-1,0,3,nt,-13,-4,-3
CC(C)CN1CCN(Cc2ccc(C#CC(C)(C)O)cc2)CC1CCO (stereo unspecified),-5,-8,-19,-1,0,4,12,-32,10,-7,7
O=C(NC1CCCCCC1)C1CCCN1S(=O)(=O)c1cccc2cccnc12 (stereo unspecified),8,8,0,-24,-5,-6,25,17,-1,15,8
CC(=O)Nc1ccc(S(=O)(=O)Nc2cc(C)cn(Cc3ccccc3)c2=O)cc1,5,nt,25,12,-5,-4,0,nt,3,2,3
Cc1ccc(C(=O)NCC(=O)Nc2ccccc2C(F)(F)F)cc1,-16,6,-12,11,-7,2,6,-48,-4,10,-7
COc1ccc(-c2nc3ccc(C)cc3c(=O)o2)cc1OC,3,-4,-3,6,-7,3,-1,-9,10,-13,-2
Cc1sc2ncnc(NCCN3CCOCC3)c2c1C,0,18,-14,10,-1,-4,-6,17,-3,6,5
CC1(C)C2CCC1(C)C(OC(=O)C[n+]1ccccc1)C2 (stereo unspecified),-4,-1,-15,2,0,6,-7,1,-7,1,-12
O=C1Nc2ccccc2C1=Nc1cccc(Cl)c1,-7,-3,-14,7,-11,78*,-1,13,-11,-6,4
COc1ccc(N2CCN(C(=O)COC(=O)CCc3ccccc3)CC2)cc1,2,-10,9,-2,-1,4,-2,5,-4,-6,-5
CCC(=O)N1N=C(c2cccs2)CC1c1ccco1 (stereo unspecified),-9,8,7,-1,-2,2,6,6,-13,-1,1
O=C(CCNC(=O)c1ccc(Br)cc1)NNC(=O)C1COc2ccccc2O1 (stereo unspecified),-6,-1,0,5,-1,3,-5,9,-4,11,-6
Cn1cc([C@]2(O)C(=O)Nc3ccc(F)cc32)c2ccccc21,nt,-19,nt,-9,3,-11,nt,19,nt,nt,-8
CC(=O)Nc1cc(-c2ccc(N3CCN(C)CC3)cc2)cn2c(-c3cccc(C(C)=O)c3)cnc12,nt,-15,-50,5,55,13,-17,-8,-4,-24,0
N#Cc1cc2nc(O)c(O)nc2cc1[N+](=O)[O-],0,5,14,-2,-3,1,11,5,-13,9,-12
Cc1cc(C)cc(C(=O)Oc2cc(C)[nH]c(=O)c2[N+](=O)[O-])c1,-8,-7,0,11,-3,-1,-9,16,22,3,1
CCOc1nc(CC)nc(NC(=O)NS(=O)(=O)c2ccccc2Cl)n1,-6,7,8,5,1,-2,10,-19,9,-2,2
O=S(=O)(c1ccc(F)cc1)n1ccc(-c2cccc(OCc3c(F)cccc3Cl)c2)n1,-3,14,25,5,1,1,13,-20,-7,9,0
O=C(c1ccc([N+](=O)[O-])s1)N1CCCc2ccccc21,-1,8,9,20,14,-6,-20,-13,-5,5,-10
O=C(/C=C/c1cccc(Cl)c1)Nn1c(-c2cccs2)nc2ccccc2c1=O,3,8,7,-4,-2,-5,3,7,-1,-5,-3
N#Cc1ccc(NC(=S)NCCN2CCOCC2)cc1,-1,10,7,2,1,-2,14,4,-30,16,-8
CC(C)(C)N(Cc1ccccc1)C(=O)COc1cccnc1[N+](=O)[O-],4,3,23,-8,-14,0,2,-5,5,5,6
CCOC(=O)c1ccc(NC(=O)N2CCN(C(=O)c3ccco3)CC2)cc1,-9,4,-5,-7,1,-1,24,7,11,-2,0
COC(=O)C1CCN(S(=O)(=O)c2c(C)n(C)c(=O)n(C)c2=O)CC1,-4,4,-2,3,0,7,19,10,-1,0,0
COc1ccc(C(=O)O)cc1S(=O)(=O)Nc1cc(C(F)(F)F)ccc1N1CCCCC1,-8,1,4,0,-2,-1,-9,-7,4,10,-16
CC(=O)c1c(C)[nH]c(C(=O)OCC(=O)N2CCc3ccccc32)c1C,6,-48,-24,-44,-1,0,-34,-38,-64,-38,20
O=C(COC(=O)c1ccccn1)Nc1cccc(Cl)c1Cl,7,7,-2,39,0,2,-6,-7,3,12,-3
CCCCNC(=O)[C@]1(C)CCC[C@@]2(C)C3CC[C@@]4(C)C[C@]3(CCC21)CC4=O (stereo partly specified),2,6,-7,-8,-1,-5,-19,3,7,4,5
CCCNc1c(N)c(=O)oc2ccccc12,-6,1,-2,-2,2,9,3,-31,-41,3,-9

Following part
SMILES,TLR9-MyD88 block,COUP-TFII inh,TWEAK-Fn14 inh,NR5A2 inv ag,Granule exo inh,ABHD5 PLIN5 PPI,NCOA3 inh,SRC2 inh,TROY signal inh,NCOA1 inh,NOD2 RIPK2 PPI
O=C1CSC(c2cccnc2)N1Cc1ccc(Cl)cc1Cl (stereo unspecified),-15,-7,1,-10,2,2,3,-28,-2,4,0
C[C@H]1COC(=O)[C@@H](Cc2ccc(F)cc2)C/C=C\C[C@@H](CC(=O)NCCO)C(=O)N1,-5,9,6,-9,-4,0,7,-3,-11,-5,7
COC(=O)C1=C(CSc2nc3c(cc2C#N)CN(C)CC3)OC(N)=C(C#N)C1c1ccccc1F (stereo unspecified),4,nt,18,-1,-6,-2,-7,nt,-3,-17,-5
Cc1ccc(NC(=O)CSc2n[nH]c(-c3ccco3)n2)c(C)c1,-1,-1,4,27,2,-6,-3,5,-5,12,-5
Cc1cc2c(cc1C)NC(C)CC(=O)N2 (stereo unspecified),2,-5,5,-4,-2,-10,3,-6,-10,-4,4
CC1CCCCN1S(=O)(=O)CCNC(=O)c1ccccc1 (stereo unspecified),-2,-4,-9,2,2,2,9,6,-10,0,-10
CCc1nc(SCc2ccc(F)cc2)n[nH]1,1,-23,-19,-44,3,-1,-7,3,-25,-10,-3
O=C(NNC(=O)C1CCC1)c1ccc(Br)cc1,-4,-15,-2,-2,13,-1,2,-7,14,5,-6
Cc1ccc(S(=O)(=O)Nc2c(C)ccc3nsnc23)cc1,0,-5,6,25,1,1,3,-9,-7,2,-1
COc1ccc(S(=O)(=O)N2CCCCC2)cc1NS(=O)(=O)c1ccc(CNC(C)=O)cc1,-9,1,11,-1,4,6,-8,6,2,-13,3
COc1cc(/C=N/NC(=O)c2cc(C3CC3)[nH]n2)ccc1O,5,-14,-2,2,-8,-5,10,9,-1,-10,-10
COc1ccccc1Nc1nc(N)nc(CSc2nccc(C)n2)n1,3,-12,-1,-21,10,2,0,9,-4,-6,5
CC(=O)N/N=C(\C)CC(=O)Nc1ccc2c(c1)OCCO2,-5,5,4,-4,-4,-2,7,4,26,5,-9
COc1cccc(OCc2nn[nH]n2)c1,-2,-1,14,-11,0,-1,-7,3,4,-6,-8
Cc1ccc(-c2csc(NC(CO)c3nc4ccccc4n3CCOCCO)n2)cc1 (stereo unspecified),2,-31,-16,-9,3,2,-11,-32,-12,5,0
O=C(Cn1cnc2ccccc2c1=O)Nc1ccc2c(c1)CCC2,2,-16,-26,-14,0,5,8,0,-13,-9,-6
COc1ccccc1CN1C(=O)C(Cc2ccccc2)ON=C1c1ncccc1C (stereo unspecified),nt,3,13,0,5,-2,-13,2,-5,2,14
Cc1occc1-c1nnc(SCC(=O)Nc2ccccc2N2CCCCC2)n1C,1,10,6,-19,1,1,10,7,1,-1,1
O=C(CC[C@H]1O[C@@H](n2ccc(=O)[nH]c2=O)[C@H](O)[C@@H]1O)NCCN1CCOCC1,nt,0,6,-9,0,-5,7,15,5,1,-3
CCOC(=O)c1cc(NC(=O)CN2CCCC2)cc(C(=O)OCC)c1,-9,-5,-13,13,-8,11,1,-32,-14,-11,0
C=CC(=O)NN(C)c1ncc(C(F)(F)F)cc1Cl,-3,-2,9,22,2,3,26,39,-12,0,1
O=C(CSc1cccc[n+]1[O-])Nc1cc(S(=O)(=O)N2CCOCC2)ccc1Cl,10,-6,-7,4,-1,2,-7,10,3,-8,1
CC(C)c1nnc(NC(=O)CCC(=O)NCc2ccc3c(c2)OCO3)s1,-12,-8,-1,9,-7,-11,7,9,1,0,2

Assay outcomes deposited in PubChem BioAssay by several laboratories.
